Assay outcomes: PubChem BioAssay, several laboratories
NR2F2 inh: NR2F2 transcriptional activity inhibitors, primary screen, cell-based, luciferase reporter, HEK293T, luminescence; inhibition, % at 8.6 µM; HEK293T NGFI-A luciferase reporter; 0.7% of 370,000 active;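 active means inhibition above a per-plate cutoff, mean inhibition of test wells between control levels plus 3 SD, cut at about 38% in these data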;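 further: cells cotransfected with COUP-TFII expression vector driving the NGFI-A reporter; 0% = median of COUP-TF2 test wells and 100% = reporter-only cells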
TRAIL sens C8: viability loss with TRAIL in NB7+C8 cells, primary screen, TRAIL sensitizer project, cell-based, ATPlite luminescence; inhibition (viability loss, TRAIL sensitization), % at 10 µM; 1% of 360,000 active;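 active means compounds causing at least 50% loss of cell viability in the single-dose screen, relative to plate controls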
SRC1 inh: SRC1 coactivator transcriptional activity inhibitors, primary screen, cell-based, luminescence. Nuclear receptor coactivator 1 (Homo sapiens), Q15788. HEK293 GAL4-SRC1 luciferase reporter. inhibition, % at 3.6 µM. 0.12% of 360,000 active. AID 588354, 2011;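 active means inhibition above the campaign mean plus 3 SD, with each screening campaign given its own cutoff, cut at about 60% in these data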;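 further: 0% = DMSO treated cells and 100% = gossypol at 36 µM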
Target sequence (Q15788 whole entry, looked up, the tested form may be a part): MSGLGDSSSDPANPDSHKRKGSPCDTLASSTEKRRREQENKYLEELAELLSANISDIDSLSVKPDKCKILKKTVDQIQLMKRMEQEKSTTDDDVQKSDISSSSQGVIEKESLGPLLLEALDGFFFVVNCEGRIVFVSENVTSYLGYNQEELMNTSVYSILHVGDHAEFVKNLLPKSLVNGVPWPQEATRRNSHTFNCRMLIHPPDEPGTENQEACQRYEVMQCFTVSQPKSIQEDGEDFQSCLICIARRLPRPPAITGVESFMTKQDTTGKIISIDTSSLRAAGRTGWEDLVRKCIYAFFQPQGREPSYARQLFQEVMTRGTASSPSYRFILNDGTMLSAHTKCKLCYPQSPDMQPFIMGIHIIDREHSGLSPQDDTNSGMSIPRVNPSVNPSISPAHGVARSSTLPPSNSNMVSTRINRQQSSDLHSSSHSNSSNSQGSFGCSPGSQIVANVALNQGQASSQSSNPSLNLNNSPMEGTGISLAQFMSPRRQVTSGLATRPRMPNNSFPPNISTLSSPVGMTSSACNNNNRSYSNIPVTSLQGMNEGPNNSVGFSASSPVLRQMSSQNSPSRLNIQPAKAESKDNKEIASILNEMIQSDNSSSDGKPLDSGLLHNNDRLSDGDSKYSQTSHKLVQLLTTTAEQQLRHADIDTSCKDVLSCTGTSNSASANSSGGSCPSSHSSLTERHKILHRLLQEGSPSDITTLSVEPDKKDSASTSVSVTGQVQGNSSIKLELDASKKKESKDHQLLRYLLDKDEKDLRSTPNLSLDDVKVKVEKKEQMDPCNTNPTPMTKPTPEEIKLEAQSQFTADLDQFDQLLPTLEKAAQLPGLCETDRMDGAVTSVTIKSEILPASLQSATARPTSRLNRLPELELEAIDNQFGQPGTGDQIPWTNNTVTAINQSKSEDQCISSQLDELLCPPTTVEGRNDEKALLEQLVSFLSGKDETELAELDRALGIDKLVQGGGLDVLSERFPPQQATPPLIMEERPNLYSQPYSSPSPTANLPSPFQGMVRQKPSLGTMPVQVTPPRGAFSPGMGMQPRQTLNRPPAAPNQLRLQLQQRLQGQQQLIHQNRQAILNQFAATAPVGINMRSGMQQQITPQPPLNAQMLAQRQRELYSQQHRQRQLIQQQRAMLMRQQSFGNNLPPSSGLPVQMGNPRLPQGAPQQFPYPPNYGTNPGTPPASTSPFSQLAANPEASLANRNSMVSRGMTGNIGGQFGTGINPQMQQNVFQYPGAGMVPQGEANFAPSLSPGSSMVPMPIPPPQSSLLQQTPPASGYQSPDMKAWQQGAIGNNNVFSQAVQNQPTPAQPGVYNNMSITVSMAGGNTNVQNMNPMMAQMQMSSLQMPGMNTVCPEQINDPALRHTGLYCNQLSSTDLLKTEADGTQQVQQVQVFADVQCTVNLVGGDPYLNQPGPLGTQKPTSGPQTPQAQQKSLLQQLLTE
SRC2 inh: inhibition of GAL4-SRC2 driven luciferase reporter, primary screen, SRC2 inhibitor project, cell-based, luminescence. Nuclear receptor coactivator 2 (Homo sapiens), Q15596. HEK293 GAL4-SRC2 luciferase reporter. inhibition, % at 9 µM. 0.17% of 370,000 active. AID 651957, 2012;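 active means inhibition above the mean inhibition of all tested compounds plus 3 SD, set per campaign, cut at about 52% in these data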;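 further: 0% = DMSO treated cells and 100% = cells given Gossypol at 36 µM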
NOD2-RIPK2 inh: NOD2-RIPK2 binding disruptors in cells, primary screen, fluorescence, CHO cells, BLA complementation. AID 624267, 2012. inhibition, % at 4.98 µM. 0.38% of 360,000 active. CCF4 ratio; in the data active means inhibition above about 21%;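 further: 0% = vehicle only and 100% = reference blocker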
NR5A2 inv ag: LRH-1 (NR5A2) inverse agonists, primary screen, cell-based, luminescence, HEK293T, StAR-luciferase reporter; inhibition, % at 3.6 µM; Nuclear receptor subfamily 5 group A member 2 (Homo sapiens), O00482; 0.13% of 360,000 active; LRH-1 transfected, 24 h; AID 602396, 2012;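 active means inhibition above the mean inhibition of all tested compounds plus 3 SD, cut at about 73% in these data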;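 further: 0% = DMSO wells and 100% = reporter-only cells lacking LRH-1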
LMP1 NFkB inh: EBV LMP1-driven NF-kappaB luciferase reporter inhibitors, primary screen, cell-based, luminescence, single point | LMP1-induced NF-kappaB luciferase reporter cells | inhibition, % at 12.5 µM | 0.69% of 350,000 active; in the data active means inhibition above about 41%; inconclusive means no clear call, values can overlap the other calls;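 further: 0% = neutral control wells and 100% = reference inhibitor control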
Vif imaging: HIV Vif self-association inhibitors, primary screen, imaging, HEK293T, single point. inhibition, % at 7.49 µM. 0.35% of 340,000 active. AID 602346, 2012. HEK293T cells, Vif self-association by quenched fluorescence, 24 h; in the data active means inhibition above about 50%, passing the limit was not always enough; inconclusive means no clear call, values can overlap the other calls; inactive means below about 31%; further: some results filed as inactive read as strong as hits
NCOA3 inh: SRC3 coactivator transcriptional activity inhibitors, primary screen, cell-based, luminescence. Nuclear receptor coactivator 3 (Homo sapiens), Q9Y6Q9. HEK293 GAL4-SRC3 luciferase reporter. inhibition, % at 3.6 µM. 0.17% of 360,000 active;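 active means inhibition above a per-campaign cutoff, the mean of all compounds plus 3 SD, cut at about 60% in these data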;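 further: 0% = DMSO-treated cells and 100% = gossypol-treated cells at 36 µM; higher means less SRC3-driven luciferase light from the GAL4 reporter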
TLR9-MyD88 block: inhibitors of TLR9-MyD88 association in cells, primary screen, cell-based, CHO, BLA complementation, fluorescence; Toll-like receptor 9 (Homo sapiens) + Myeloid differentiation primary response protein …; CCF4 FRET ratio; inhibition, % at 4.98 µM; 0.21% of 340,000 active; AID 504734, 2011;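 active means inhibition above the mean over all tested compounds plus 3 SD, cut at about 21% in these data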;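 further: 0% = DMSO only wells and 100% = clavulanate BLA inhibitor control wells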
TROY NFkB inh: inhibitors of TROY-driven NF-kB signaling, primary screen, Q293 LMP1-TROYcd cells, NF-kB luciferase, uHTS; Q293 LMP1-TROYcd NF-kB luciferase reporter, 4 h; inhibition, % at 10 µM; 0.98% of 360,000 active; AID 1347056, 2019;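 active means compounds whose plate-normalised and pattern-corrected inhibition of the luciferase reporter signal at the single screening dose is 50% or more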
Numbers without * were called inactive; u = inconclusive; x = no result given; & = joins results of further samples. This is a subset; count on the stated rates, not on these rows.

Compound	NR2F2 inh	TRAIL sens C8	SRC1 inh	SRC2 inh	NOD2-RIPK2 inh	NR5A2 inv ag	LMP1 NFkB inh	Vif imaging	NCOA3 inh	TLR9-MyD88 block	TROY NFkB inh
CCN(CC)c1nc(N)nc(N(c2ccccc2)c2ccccc2)n1	2	5	-6	7	-3	20	2	2	3	-3	-4
Cc1ccc(-c2nc(CS(=O)CC(=O)N3CCN(c4ccccc4)CC3)c(C)o2)cc1 (stereo unspecified)	14	-6	-24	-31	-1	-11	-8	1	-1	-7	11
Cc1ccc(OCCNC(=O)CNC(=O)c2ccc3c(c2)OCO3)cc1	-2	-8	-10	-31	6	-12	3	-6	14	-7	-7
N#CCSc1ccccc1NC(=O)COC(=O)C1CCN(C(=O)c2ccc(Cl)cc2)CC1	3	-30	-23	-47	1	12	4	8	-2	-9	-3
Clc1ccc(SCCCCN2CCOCC2)cc1	9	5	8	-9	-11	16	5	x	23	-11	-8
CSCC[C@H](NC(=O)C1CCN(S(=O)(=O)c2ccc(C)cc2)CC1)C(=O)NC1CCS(=O)(=O)C1 (stereo partly specified)	-15	4	-7	-13	4	-4	6	x	2	-5	11
O=C(c1cc(-c2ccc(Br)cc2)nc2ccccc12)N1CCC1	21	24	-11	-28	-8	-13	-4	2	-9	5	-12
Cc1ccc(CNC(=O)C(CC(C)C)OC(=O)c2ccco2)cc1 (stereo unspecified)	33	-5	7	-31	-2	4	-2	-16	2	8	-20
O=C(CNc1cccc(Br)c1)Nc1ccc(S(=O)(=O)N2CCCCC2)cc1	5	-1	-17	-14	4	10	-20	9	-19	0	34
N#Cc1ccc(OCC(=O)OCC(=O)NC2CC2)cc1	-23	10	-1	6	-2	2	-7	5	11	-6	7
O=C(Nc1ccc2c(c1)OCCO2)c1ccc(S(=O)(=O)N2CCCCC2)cc1	-21	-7	-28	-57	-2	-47	-4	-7	-45	-4	-28
CSc1ccc(Cl)c(C(=O)Nc2nccs2)c1	-1	-11	-11	-21	2	10	-1	2	10	-2	-4
Fc1ccc(OCc2nnc(-c3ccccc3Br)o2)c(Cl)c1	-62	6	-58	-31	-14	-67	-36	-10	-86	6	-40
CCOC(=O)Cn1nc(/C=C/c2ccc(OC)cc2)ccc1=O	-3	6	-25	-3	0	-4	1	-3	5	-10	8
Nc1nc(-c2ccc(Oc3ccccc3)cc2)cs1	-9	10	-111	-83	-1	-79	-11	-2	-98	-5	-34
CC(C(=O)N1CCN(Cc2ccc3c(c2)OCO3)CC1)n1cc([N+](=O)[O-])cn1 (stereo unspecified)	-17	-5	10	0	0	-12	2	8	6	-2	-7
CCN(CC)S(=O)(=O)c1ccc(C(=O)NCCN(C)C)cc1	6	3	-38	0	-2	11	2	-2	7	0	-4
CS(=O)(=O)N(CC(=O)Nc1ccccc1C(=O)N1CCCC1)c1ccccc1Br	-16	-7	-17	11	-2	2	-2	5	-31	1	9
CCCCCCOc1ccc(OCC(O)CN2C(=O)NC(C)(C)C2=O)cc1 (stereo unspecified)	-20	0	-26	-26	-5	-33	-17	-4	-24	-8	-25
COc1ccc(CC(=O)OC(C)C(=O)NCc2ccc3c(c2)OCO3)cc1OC (stereo unspecified)	12	-7	3	2	-10	13	-5	1	-4	-2	5
Cc1occc1-c1nnc(SCC(=O)NCc2cccs2)n1-c1ccc(F)cc1	11	4	-3	5	-8	2	-3	x	16	-4	6
CCCNC(=O)N(C)C[C@@H]1Oc2ncc(-c3ccncc3)cc2C(=O)N([C@H](C)CO)C[C@@H]1C	-5	-1	-2	-11	4	-9	-1	9	-2	-14	-3
COc1ccccc1CCc1nnc(N)s1	-10	5	-12	5	-3	-1	10	9	7	1	0
Cc1ccc(N2CC(C(=O)NC3=NCCS3)CC2=O)cc1C (stereo unspecified)	-6	21	-1	0	-2	4	4	6	12	0	7
COc1ccc(C(C)=O)cc1COc1ccc(F)cc1	10	-6	2	-22	-6	14	-6	3	10	-3	-9
CC1CCCN(CCCNC(=O)c2nn(C)c3c2CSc2ccccc2-3)C1 (stereo unspecified)	-28	-8	-36	-4	2	-19	-4	0	0	-16	3
O=C(CSc1nnc2ccc(-c3cccnc3)nn12)Nc1ccc(F)cc1F	-2	-15	-6	13	-4	18	-6	18	12	2	11
Cc1ccc(C(C)C)c2c1C(c1ccc3c(c1)OCO3)CC(=O)O2 (stereo unspecified)	7	-3	-76	7	0	1	6	-5	5	1	-3
CCOc1ccccc1CN1C(=O)c2ccccc2C1C(=O)NCC1CCCO1 (stereo unspecified)	3	-13	-19	-7	-6	11	-3	12	23	-7	-1
O=C(N/N=C/c1ccncc1)c1ccc(-n2cccc2)cc1	2	11	4	10	-20	-12	1	0	1	11	6
COc1ccc(/C=C/C(=O)NC(=S)N2CCCCC2)cc1OC	14	10	17	-25	-4	-3	-1	3	15	3	-23
O=C(OC(C(=O)NC1CCCCC1)c1ccccc1)c1ccco1 (stereo unspecified)	11	3	7	14	-4	-5	1	-3	2	-6	-7
O=C(CCCOc1ccccc1)N1CCN(c2ccccc2)CC1	-38	-4	-66	-68	11	-88	86*	-4	-70	3	-47
Cc1occc1-c1nnc(SCC(=O)Nc2ccc3c(c2)OCO3)n1CC1CCCO1 (stereo unspecified)	-11	8	4	-3	-3	7	-4	0	19	-4	-11
CC1CCC/C(=C\c2ccc(O)cc2)C1=O (stereo unspecified)	-14	-10	-29	-45	4	6	1	9	-8	3	-43
CN1CCC(=NNC(=O)COc2ccc(Cl)cc2)CC1	13	-3	5	0	0	-2	4	16	6	-7	11
O=C(CN1C(=O)C(=O)N(C2CCCC2)C1=O)Nc1ccc([N+](=O)[O-])cc1	12	6	-2	-21	3	2	-2	-5	-15	-6	1
O=C(c1ccco1)N1CCN(C(c2cccs2)c2nnnn2C2CCCC2)CC1 (stereo unspecified)	7	-16	-8	-12	0	-5	-3	-5	12	2	-2
COc1ccc(NC(=S)N/N=C2/CCCc3c(C)cc(C)cc32)cc1	4	24	-10	5	-7	-6	2	12	9	-5	-34
Cc1noc(C)c1COc1cccc(C(=O)NCc2ccccc2Cl)c1	3	-10	1	15	-2	-3	-6	u	6	9	1
CCOc1ccc(NC(=O)COC(=O)CN2CCCCCC2=O)cc1	18	0	-18	-10	-6	-10	-4	-1	-1	-6	-5
c1ccc(-c2nnc(SCc3ccncc3)o2)cc1	-18	19	-14	-3	0	-5	-5	-3	-30	-7	-47
O=C(O)c1ccccc1N=Nc1c(O)[nH]c2ccc([N+](=O)[O-])cc12	x	-4	3	x	-7	-12	-1	-10	9	-1	-20
O=S(=O)(NCc1ccccc1)c1ccc(F)cc1Br	12	2	-3	-3	-9	9	1	-3	-10	-4	-15
COc1ccc(N2CCN(CC(=O)NC(=O)NCc3ccco3)CC2)cc1	-11	-11	-3	-3	1	-22	-10	10	10	1	-21
NC(=O)c1[nH]cnc1N	-10&0	-18&1	6&-48	-4&-9	-10&-4	12&-6	12&2	-5&13	-5&2	3&3	9&-36
Cc1noc(C)c1C(=O)OCC(=O)Nc1ccccc1SCC#N	-8	-3	-20	0	-6	2	-3	7	7	0	10
CCC(C)C(NC(=O)C(C)NC(=O)CNC(=O)CNC(=O)OCc1ccccc1)C(=O)OC (stereo unspecified)	0	-4	-11	1	-7	7	-3	18	-14	-1	3
Cc1cccc(NC(=O)CC2c3ccccc3Oc3ccccc32)c1	17	-14	7	1	-7	7	-14	2	13	5	-8
OC(COc1ccc(CNCCc2ccccc2F)cc1)CN1CCCCC1 (stereo unspecified)	4	-7	2	18	2	3	-14	4	8	0	-1

(continued)
Compound	NR2F2 inh	TRAIL sens C8	SRC1 inh	SRC2 inh	NOD2-RIPK2 inh	NR5A2 inv ag	LMP1 NFkB inh	Vif imaging	NCOA3 inh	TLR9-MyD88 block	TROY NFkB inh
CCN=C1SC(CC(N)=O)C(=O)N1CC (stereo unspecified)	-18	16	2	4	-2	13	1	0	19	-9	-5
N#Cc1ccccc1S(=O)(=O)N1CCN(C(=O)C2CC(=O)N(c3ccc4c(c3)OCCO4)C2)CC1 (stereo unspecified)	2	-12	-13	-10	-10	8	-2	10	7	-1	-1
CCc1cc2ccccc2nc1Cl	-13	-4	-4	-17	-6	3	1	-7	7	-1	-14
CCOC(=O)c1c(O)cc(OC)cc1CCc1ccccc1	-7	-3	1	13	-2	-16	-10	x	-11	-1	-6
C=CCn1c(-c2cccc(OC)c2)nc2nc3ccccc3nc21	-4	19	-33	-33	-14	-31	-15	-9	-16	-8	-44

LMP1 NFkB inh: entries above that show a hit
SMILES | NR2F2 inh | SRC1 inh | SRC2 inh | NOD2-RIPK2 inh | NR5A2 inv ag | LMP1 NFkB inh | Vif imaging | NCOA3 inh | TLR9-MyD88 block
O=C(CCCOc1ccccc1)N1CCN(c2ccccc2)CC1 | -38 | -66 | -68 | 11 | -88 | 86* | -4 | -70 | 3
